S1P2 antag: blocks the human S1P2 receptor | O95136 | actives 0.21% (n = 97,000) | inhibition, % at 5 µM | cell-based S1P2 antagonist assay, inhibition at 5 uM; in the data active = inhibition above about 45%;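 also: CRE beta-lactamase reporter cells expressing human S1P2 stimulated with S1P; 0% = agonist at EC80 alone and 100% = agonist plus reference antagonist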
H69AR growth 86K: growth inhibitors of human H69AR lung tumor cells. H69AR lung tumor viability, ATP luminescence, 72 h; stronger effect = lower value. viability, % at 10 µM. actives 6% (n = 85,000). AID 598;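 active = viability at or below 40%; inactive = viability above 40%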;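 also: multidrug resistant small cell line overexpressing MRP-1 efflux transporter; 100% = mean luminescence of untreated control wells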
PTPN22 act: activators of human LYP (PTPN22) phosphatase. Q9Y2R2. recombinant LYP, DiFMUP fluorescence; 0 = plate median, 100 = signal doubled. activation, % at 2 µM. actives 0.11% (n = 96,000). AID 697;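 active = activation at 2 µM above a set limit, the mean plus 5 SD, cut at about 37% in these data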
Target sequence (Q9Y2R2 whole entry, looked up): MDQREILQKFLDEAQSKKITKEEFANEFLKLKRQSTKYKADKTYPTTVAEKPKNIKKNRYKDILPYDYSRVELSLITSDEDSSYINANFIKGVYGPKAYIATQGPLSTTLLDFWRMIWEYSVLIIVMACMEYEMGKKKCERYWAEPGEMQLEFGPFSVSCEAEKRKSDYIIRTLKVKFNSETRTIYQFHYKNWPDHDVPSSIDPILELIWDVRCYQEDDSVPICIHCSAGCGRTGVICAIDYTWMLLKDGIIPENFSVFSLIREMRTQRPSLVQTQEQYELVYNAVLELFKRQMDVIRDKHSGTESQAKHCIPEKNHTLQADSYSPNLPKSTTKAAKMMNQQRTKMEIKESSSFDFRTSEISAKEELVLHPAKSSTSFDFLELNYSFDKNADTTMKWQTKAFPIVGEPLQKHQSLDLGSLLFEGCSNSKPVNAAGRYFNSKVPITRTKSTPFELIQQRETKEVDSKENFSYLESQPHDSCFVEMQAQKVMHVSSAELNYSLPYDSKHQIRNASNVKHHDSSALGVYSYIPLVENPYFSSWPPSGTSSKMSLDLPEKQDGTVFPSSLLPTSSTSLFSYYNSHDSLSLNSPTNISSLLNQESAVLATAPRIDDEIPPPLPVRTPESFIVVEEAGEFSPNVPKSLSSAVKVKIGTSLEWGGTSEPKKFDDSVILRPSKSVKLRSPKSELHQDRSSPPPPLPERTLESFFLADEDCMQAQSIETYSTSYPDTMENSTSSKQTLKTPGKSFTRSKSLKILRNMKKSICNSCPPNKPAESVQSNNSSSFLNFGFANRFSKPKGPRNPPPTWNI
HUVEC inhibit: inhibitors of human endothelial cell proliferation; viability, % at 10 µM (by protocol); HUVEC proliferation, CellTiter-Glo luminescence, 72 h; stronger effect = lower value; AID 648; actives 1.1% (n = 86,000);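 active = viability at or below 30%; inactive = viability above 30%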;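 also: 100% = median luminescence of DMSO-only cell control wells on each plate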
Fibroblast inh: blocks proliferation of human lung fibroblasts; AID 719; viability, % at 10 µM; actives 1.1% (n = 85,000); LL 47 human lung fibroblast viability, ATP luminescence; stronger effect = lower value;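 active = viability at or below 50% in the single dose screen; inactive = viability above 50%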;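 also: compound exposure lasted 72 h before the ATP readout; 100% = median luminescence of untreated cell-only wells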
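Material: Human LL 47 lung fibroblast cells | Input: 1,150 cells/well | Buffer or medium: IMEM plus 15% FBS | Compound dosing: 0.1% DMSO in all compound wells | Times: Overnight cell rest, 72 h compound treatment at 37 °C | Signal: CellTiter-Glo luminescence measuring cellular ATP | Measure: % viability versus median cells-only luminescence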
sEH inhibitor: blocks human soluble epoxide hydrolase activity. P34913. recombinant human sEH enzymatic activity assay. inhibition, % at 2 µM. actives 0.34% (n = 91,000). AID 707; in the data active = inhibition above about 80%; also: values of inactives mirror those of a sister screen read the other way; many of its hits are not listed in these tables
sEH activator: activators of human soluble epoxide hydrolase; P34913; purified human sEH enzymatic activity, activator screen; activation, % at 2 µM; actives 0.04% (n = 91,000); AID 717; in the data active = activation above about 37%; also: values of inactives mirror those of a sister screen read the other way
S1P2 agonist: agonists of human S1P2 receptor. O95136. S1P2-expressing cell line, agonist reporter read-out. activation, % at 4.5 µM. actives 0.46% (n = 97,000); in the data active = activation above about 16%;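 also: 0% = vehicle low control and 100% = maximal reference agonist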
PostGolgi ctrl: inhibits growth of the yeast control strain | efflux-deficient yeast background strain, growth absorbance A615, 16 h | inhibition, % at 10 µM | actives 5% (n = 98,000) | AID 738; in the data active = inhibition above about 30%
Starred values were filed as active, the others as inactive; . = no result given.

Compound	sEH inhibitor	PTPN22 act	H69AR growth 86K	PostGolgi ctrl	Fibroblast inh	HUVEC inhibit	S1P2 antag	sEH activator	S1P2 agonist
CC(=O)NCCn1c(SCC#N)nc2ccccc2c1=O	-3.1	-3.9	101.8	3.6	102.1	101.3	5.6	3.6	-6.2
COc1ccccc1CNC(=O)CN1CCN(Cc2ccc(Cl)cc2)C1=O	4.4	-0.6	108.5	.	101.1	103.7	-6.1	-5.2	-5.4
COC(=O)c1ccc(NS(=O)(=O)c2cccc3cccnc23)cc1	8.0	-10.1	94.2	3.2	102.2	103.7	-11.6	-7.2	-2.2
O=C1CSC(c2cn(-c3ccccc3)nc2-c2cccs2)N1Cc1ccccc1 (configuration not stated)	6.3	-5.8	66.8	25.1	90.4	97.5	4.8	-6.7	-2.6
N#CCC(CNc1ncc(C(F)(F)F)cc1Cl)OC(=O)c1cccc([N+](=O)[O-])c1 (configuration not stated)	13.8	0.3	.	22.6	.	.	-3.3	-11.8	-1.8
COCCCNC(=O)Cn1nnc(-c2ccccc2NC(=O)c2ccccc2F)n1	-4.0	2.8	90.3	.	110.1	91.9	11.6	3.2	-3.6
S=c1[nH]nc(-c2ccco2)n1-c1cccc2ccccc12	8.2	-0.1	74.0	2.4	93.6	100.3	-0.7	-7.0	-2.8
CC(C)(C)NC(=O)/C(=C\c1ccc(Br)cc1)NC(=O)c1cccs1	-7.9	1.1	.	9.6	.	.	15.0	9.2	-7.6
Cn1c(=O)c2c(nc(SCCN3CCCCC3)n2C)n(C)c1=O	-10.4	0.4	84.6	.	100.7	101.3	-13.2	13.2	-1.0
C=CCOc1ccccc1C1C2=C(CC(C)(C)CC2=O)Nc2c1c(=O)n(C)c(=O)n2C (configuration not stated)	4.4	11.6	88.0	18.0	102.0	97.0	3.1	-5.0	-3.4
COc1ccc(-c2cc(C(F)(F)F)n3nc(C(=O)N4CCOCC4)nc3n2)cc1	-14.4	-1.5	.	-4.9	.	.	-2.8	17.4	-7.3
CC1CCN(S(=O)(=O)N2CCC(C(=O)NCc3cccs3)CC2)CC1	.	-6.7	99.0	1.2	.	98.5	-4.3	.	-2.2
CCC(CO)NCc1ccc2c(c1)n(C)c(=O)n2C (configuration not stated)	.	.	98.0	0.0	94.3	95.4	.	.	.
CCc1nnc(NC(=O)CSc2nc3cccnc3n2C2CCCCC2)s1	-12.5	-1.9	81.7	11.2	83.0	72.5	-3.7	12.6	-0.5
CCN(CC)c1ccc2c(c1)oc(=O)c1c(Cl)cc(=O)oc12	-9.6	4.2	1.9*	13.4	11.0*	38.2	19.2	12.8	14.0
CCn1c(CSc2nc3ccccc3s2)nnc1SCC(=O)c1ccc(O)cc1O	-11.0	-2.7	.	-7.7	.	.	20.4	8.8	-6.7
Cn1nnnc1SCC(=O)c1ccc(Br)s1	-4.2	-6.7	89.0	-5.9	103.3	89.5	6.6	5.5	-11.1
CCOC(=O)c1ccc(NC(=O)CSc2nnc(C3CC3)n2C)cc1	-11.3	-2.6	95.6	.	95.6	84.3	-4.8	9.3	-0.8
Cc1cc([N+](=O)[O-])c(NC2CCCCC2)c([N+](=O)[O-])c1	-4.6	-0.4	.	.	.	.	-14.4	3.5	1.7
COc1ccc(CN2C(=O)CN(C3CCCCCC3)C(=O)C2c2ccc(F)cc2)cc1 (configuration not stated)	-6.4	4.3	85.1	10.8	105.0	109.8	-9.7	5.2	-6.4
O=c1ccsn1Cc1ccccc1	-16.6	17.9	1.3*	-1.8	8.6*	83.2	11.4	15.9	-3.1
O=C(CSc1nc2ccccc2[nH]1)Nc1ccc2c(c1)OCCO2	-9.4	-9.6	107.4	-9.7	96.2	96.9	10.5	6.3	-2.9
O=C(c1ccco1)N1CCN(c2ncnc3scc(-c4ccccc4)c23)CC1	-0.4	3.6	39.8*	10.2	112.5	99.8	-40.5	-0.1	2.4
O=C(CSCc1ccc(F)cc1)NCc1ccco1	5.2	2.1	97.0	6.0	97.7	90.5	2.8	-3.2	-4.6
C=C(C)[C@H]1CC=C(C)/C(=N/NC(=O)CNc2ccccc2OC)C1	-1.2	5.6	.	54.0*	.	.	9.8	-1.5	-3.4
O=C1OCCC1Sc1nc(-c2ccccc2)cs1 (configuration not stated)	4.5	0.1	90.2	-5.3	91.4	88.3	2.1	0.3	-2.1
O=S(=O)(c1ccc(OCC(O)CN2CCCCC2)cc1)N1CCOCC1 (configuration not stated)	-5.4	5.3	104.5	14.4	107.5	91.1	-0.8	3.4	2.9
Cc1ccc(C(N)=O)cc1S(=O)(=O)Nc1cccc(C)c1C	6.4	-10.6	97.6	1.0	101.3	99.4	-4.2	-6.3	-5.2
CCOc1ccc(C(C)=O)cc1N1C(=O)C2C3C=CC(C3=C(C)C)C2C1=O (configuration not stated)	-5.4	-7.8	.	3.5	.	.	11.3	3.1	-7.9
CCN(C(=O)COC(=O)c1cc(C)n(-c2ccc(F)cc2)c1C)C1CCS(=O)(=O)C1 (configuration not stated)	1.7	-3.6	79.6	19.1	94.7	93.7	-3.1	-2.5	-6.5
Cc1cccc(C)c1NC(=O)CNc1ccccc1	5.9	5.8	90.5	37.4*	96.3	92.3	16.8	-3.1	-2.9
Cc1ccc(OCC(=O)Nc2ccc(S(=O)(=O)Nc3onc(C)c3C)cc2)cc1	.	-8.0	105.2	4.9	87.5	88.6	3.9	.	-2.9
Cc1ccc(-c2c3c(=O)n(C)c(=O)n(C)c3cn2N2CCOCC2)cc1	-5.4	-13.6	46.3	50.6*	85.5	97.0	13.8	4.0	-3.1
CC1CC(C)CN(CCC(=O)Nc2cccc(Cl)c2)C1 (configuration not stated)	-1.3	-2.2	91.0	-3.6	90.4	103.9	-2.0	2.7	-5.3
C/C(=N\NS(=O)(=O)c1ccc(C)c([N+](=O)[O-])c1)c1cc2ccccc2o1	-9.2	3.1	.	6.0	.	.	-0.3	10.1	-1.9
CCn1c(SCC(=O)Nc2cc3oc4ccccc4c3cc2OC)nnc1-c1cccs1	3.2	16.1	2.3*	46.8*	100.3	48.0	-5.1	-2.0	-2.3
OCCCNC(=S)Nc1ccc2nc(-c3ccccn3)c(-c3ccccn3)nc2c1	-2.7	5.0	.	-7.6	.	.	6.5	6.1	-4.6
[O-][N+]12CCN(CC1)c1ccccc12	7.5	3.4	.	-1.2	94.3	97.0	5.7	-7.5	-4.8
O=C(c1c(F)cccc1F)N1CCN(c2ccccc2F)CC1	-2.0	-5.8	70.1	3.9	97.1	94.4	10.1	2.3	-3.1
CCOC(=O)Cn1cnc2sc3c(c2c1=O)CCC3	0.8	-14.3	100.9	6.3	99.2	94.2	5.7	3.0	-1.5
CCCS(=O)(=O)N1CCCC(C(=O)NCCCN(C)c2ccccc2)C1 (configuration not stated)	49.5	7.6	77.8	24.1	91.3	85.9	-1.2	-50.9	-1.1
O=c1c(-c2nc3ccccc3o2)c2oc3ccccc3n2c2ccccc12	-3.8	-9.4	.	21.2	.	.	11.6	1.9	2.5
O=C(NCCCN1CCCC1)C1CCC(=O)N1C1CCCCC1 (configuration not stated)	-8.9	1.8	89.3	15.6	101.7	92.7	10.4	8.1	-4.9
Cc1ccc2c3c([nH]c2c1C)-c1nonc1CC3	-14.4	0.4	89.8	.	87.4	82.9	-18.6	12.3	-2.7
Cc1nc2sc(C(c3ccc(Cl)cc3)N3CCOCC3)c(O)n2n1 (configuration not stated)	21.1	1.7	107.2	3.8	92.3	91.7	15.7	-18.7	-5.5

Complete entries as entered above:
`O=C(c1c(F)cccc1F)N1CCN(c2ccccc2F)CC1` reads sEH inhibitor = -2.0; PTPN22 act = -5.8; H69AR growth 86K = 70.1; PostGolgi ctrl = 3.9; Fibroblast inh = 97.1; HUVEC inhibit = 94.4; S1P2 antag = 10.1; sEH activator = 2.3; S1P2 agonist = -3.1
`OCCCNC(=S)Nc1ccc2nc(-c3ccccn3)c(-c3ccccn3)nc2c1` reads sEH inhibitor = -2.7; PTPN22 act = 5.0; H69AR growth 86K = .; PostGolgi ctrl = -7.6; Fibroblast inh = .; HUVEC inhibit = .; S1P2 antag = 6.5; sEH activator = 6.1; S1P2 agonist = -4.6

Following part.
Compound	sEH inhibitor	PTPN22 act	H69AR growth 86K	PostGolgi ctrl	Fibroblast inh	HUVEC inhibit	S1P2 antag	sEH activator	S1P2 agonist
O=C(NC(=S)Nc1ncc(Br)cc1Br)c1cncc(Br)c1	3.8	-2.3	.	2.5	.	.	18.3	-1.9	-5.5
CCCN(CCC)S(=O)(=O)c1ccc2c(c1)CCCN2C(C)=O	.	.	87.8	-3.5	106.4	89.7	.	.	.
O=S(=O)(c1ccc(S(=O)(=O)N(Cc2ccc(F)cc2)C2CCCC2)cc1)N1CCCC1	.	.	78.9	8.4	93.6	92.0	.	.	.
CCOC(=O)C1Cc2c([nH]c3ccccc23)CN1 (configuration not stated)	-6.5	-3.8	81.1	1.2	104.3	102.0	4.0	6.7	-2.5
O=C(Cc1ccccc1)N[C@H](c1ccccc1)P(=O)(O)CO	9.2	6.2	87.9	27.2	102.0	92.9	-17.6	-9.7	-2.0
NC(=O)CSc1nnc(C2CC2)n1-c1ccccc1	5.0	10.7	83.0	0.5	91.9	82.9	2.7	-1.5	-3.8
CN(C)S(=O)(=O)N1CCN(C(=O)N2CCCCC2)CC1	-18.4	6.4	106.5	1.1	110.2	90.7	10.3	16.7	-9.6
O=C(CSc1ccccn1)c1ccc2c(c1)OCO2	-0.1	11.0	93.3	6.8	107.6	89.7	10.5	0.5	-5.2
CCCc1cc(=O)n2[nH]cnc2n1	-3.0	4.5	100.8	1.6	98.7	91.2	3.3	0.9	-2.0
O=c1[nH]c(N2CCOCC2)nc2c1CCCC2	-13.0	-7.2	.	-1.4	.	.	-8.5	11.2	2.0
C=CCNC(=O)c1sc(=S)n(-c2ccc(C(=O)OCC)cc2)c1N	.	.	94.5	-4.9	110.5	87.6	.	.	.
COCC(C)n1c(C)cc(C(=O)COC(=O)c2c(C)nn(-c3ccccc3)c2C)c1C (configuration not stated)	22.8	-5.8	86.8	15.7	94.2	99.6	4.3	-22.4	-7.4
CC1(C(=O)OCC(=O)c2c[nH]c3ccccc23)CC1(Cl)Cl (configuration not stated)	5.3	1.3	.	21.9	.	.	-9.3	-5.5	-4.5
Cc1ccc(S(=O)(=O)NC2(C(F)(F)F)NC(=O)N(C)C2=O)cc1 (configuration not stated)	-1.6	-1.5	89.0	2.3	105.3	91.3	-4.6	6.8	-2.6
O=C(c1cccnc1)N1CCN(Cc2ccc3c(c2)OCO3)CC1	-7.9	-4.5	90.6	4.7	107.2	102.2	9.8	8.5	-5.1
COc1ccc(-c2nc(C#N)c(NC(C)c3ccccc3)o2)cc1OC (configuration not stated)	-4.1	-3.2	.	7.5	89.6	100.3	-0.8	4.6	7.6
Nn1cc(-c2ccccc2)nc1SCC(=O)N1CCN(S(=O)(=O)c2ccc3ccccc3c2)CC1	-1.8	-15.0	.	8.4	.	.	-11.4	-0.3	-5.4
COc1cc2c(cc1OC)C(=O)CC(C)S2 (configuration not stated)	-3.7	6.6	.	0.7	.	.	-13.2	5.5	0.7
Cc1ccc(SCc2cc(-c3ccc(Cl)cc3)on2)cc1	-13.2	13.2	.	-0.8	.	.	0.7	15.5	-0.9
CC(/C=N/O)Cc1ccc2c(c1)OCO2 (configuration not stated)	11.3	8.4	.	21.2	.	.	14.6	-10.2	-7.2

Only part of the results is shown; rates above refer to the full screens.
